TAAR1 antag: human TAAR1 antagonism; Q96RJ0; CHO RD-HGA16 TAAR1, Fluo-8 calcium fluorescence, antagonist; inhibition, % at 3 µM; hit rate 1.5% among 360,000; AID 624466;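 active means inhibition above a per-plate cutoff, the mean inhibition of test compounds on that plate plus 3 SD, cut at about 49% in these data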;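 further: 0% = DMSO plus EC80 beta-PEA response and 100% = DMSO alone without agonist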
Target sequence (Q96RJ0 whole entry, looked up): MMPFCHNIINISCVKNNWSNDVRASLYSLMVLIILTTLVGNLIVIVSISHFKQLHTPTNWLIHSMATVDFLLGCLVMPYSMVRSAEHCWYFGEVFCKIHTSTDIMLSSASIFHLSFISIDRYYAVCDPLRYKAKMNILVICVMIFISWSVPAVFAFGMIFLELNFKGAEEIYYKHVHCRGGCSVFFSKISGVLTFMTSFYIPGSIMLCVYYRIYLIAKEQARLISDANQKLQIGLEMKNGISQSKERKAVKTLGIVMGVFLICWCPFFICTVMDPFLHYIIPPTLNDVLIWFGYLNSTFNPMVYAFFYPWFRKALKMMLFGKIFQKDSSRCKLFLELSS
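Assay system: RD-HGA16 CHO cells with stable hTAAR1 and Gα16 / Reagent: EC80 β-phenethylamine stimulus / Doses: 3 µM, single point / Timing: dye loading 75 min at 37 °C, then 30 min room temperature / Measured by: Fluo-8 intracellular calcium dye fluorescence, real-time kinetic reads / Controls: vehicle wells and EC80 agonist wells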
M1 ag: agonists of human M1 muscarinic receptor; P11229; CHO-K1 hM1, Fluo-8 calcium fluorescence, agonist mode; 0% DMSO, 100% acetylcholine EC100; activation, % at 3 µM; hit rate 0.33% among 360,000; AID 588814;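 active means activation above the run's mean compound activation plus 3 SD, cut at about 16% in these data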;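 further: peak over basal fluorescence ratio within a 140 s kinetic read after compound addition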
Target sequence (P11229 whole entry, looked up): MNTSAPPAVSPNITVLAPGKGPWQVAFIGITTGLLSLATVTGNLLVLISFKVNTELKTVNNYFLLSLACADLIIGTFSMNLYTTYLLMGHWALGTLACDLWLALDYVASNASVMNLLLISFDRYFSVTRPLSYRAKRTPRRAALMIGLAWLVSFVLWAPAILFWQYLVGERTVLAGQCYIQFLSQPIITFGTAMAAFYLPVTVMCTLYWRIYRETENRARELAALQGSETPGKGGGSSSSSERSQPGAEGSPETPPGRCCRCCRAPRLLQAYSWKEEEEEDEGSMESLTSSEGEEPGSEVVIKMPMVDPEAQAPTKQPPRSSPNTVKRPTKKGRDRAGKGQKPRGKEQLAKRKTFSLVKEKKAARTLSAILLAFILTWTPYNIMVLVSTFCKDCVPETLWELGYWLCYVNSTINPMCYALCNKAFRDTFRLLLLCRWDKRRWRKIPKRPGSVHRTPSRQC
M1 antag: blocks human M1 muscarinic receptor; hit rate 1.3% among 360,000; CHO-K1 hM1, Fluo-8 calcium fluorescence, ACh EC80 antagonist; P11229; inhibition, % at 3 µM;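 active means percent inhibition above its own plate's cutoff, namely the mean of that plate's compound wells plus 3 SD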;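 further: peak over basal fluorescence ratio during 140 s after agonist addition; 0% = ACh EC80 plus DMSO and 100% = DMSO alone without agonist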
TAAR1 agonist: human TAAR1 agonism | activation, % at 3 µM | hit rate 0.99% among 360,000 | CHO RD-HGA16 TAAR1, Fluo-8 calcium fluorescence; vehicle wells 0%, saturating PEA agonist 100% | Q96RJ0;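 active means activation above the mean activation of all test compounds in the run plus 3 SD, cut at about 38% in these data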
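Test system: RD-HGA16 (CHO) cells co-expressing Gα16 and hTAAR1 | Doses: Single dose, 3 µM | Schedule: 17-24 h seeding, 75 min 37 °C dye, 30 min RT | Evaluation: % activation from peak over basal fluorescence ratio, DMSO-to-PEA scaled | Technique: Kinetic Fluo-8 calcium fluorescence | Benchmarks: Low control DMSO, high control PEA (EC100)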
CHO-K1 Ca antag: counter-screen for M1 antagonists: effect in parental CHO-K1 cells; inhibition, % at 3 µM; hit rate 0.6% among 360,000; ATP-induced calcium, Fluo-8 fluorescence;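 active means inhibition above a per-plate cutoff, the plate's mean sample inhibition plus 3 SD, cut at about 24% in these data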;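 further: 0% = DMSO plus EC80 ATP and 100% = DMSO alone without ATP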
M1 ag parental: M1 agonist counterscreen hit in parental CHO-K1 cells; Fluo-8 calcium fluorescence; scaled to maximal ATP response, vehicle zero; activation, % at 3 µM; hit rate 0.48% among 360,000; AID 602248; in the data active means activation above about 15%;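 further: untransfected CHO-K1 host cells lacking M1 receptor as counterscreen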
CHRM1 PAM: positive allosteric modulators of human M1 muscarinic receptor. P11229. hit rate 0.088% among 360,000. AID 588819. CHO-K1 hM1, Fluo-8 calcium fluorescence, ACh EC20; 0% = ACh EC20, 100% = maximal ACh. activation, % at 3 µM; in the data active means activation above about 19%, passing the limit was not always enough
M1 PAM parental: M1 PAM counterscreen hit in parental CHO-K1 cells | activation, % at 3 µM | AID 602247 | hit rate 0.02% among 360,000 | ATP EC20, Fluo-8 calcium fluorescence; 0% at ATP EC20, 100% at ATP max;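 active means activation above the run cutoff, the mean activation of all test compounds plus 3 SD, cut at about 40% in these data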;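 further: peak over basal fluorescence ratio in a 140 s read after ATP addition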
CHO parental Ca: counter-screen: ATP calcium response change in parental CHO cells. parental CHO-K1, ATP-induced calcium, Fluo-8 fluorescence. hit rate 0.63% among 330,000. inhibition, % at 5.6 µM;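 active means inhibition above that plate's mean sample inhibition plus 3 SD, cut at about 26% in these data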;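 further: 0% = ATP-challenged DMSO wells and 100% = DMSO wells without ATP; some compounds past the cut are filed as inactive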
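Assay system: untransfected parental CHO cell line. Also added: ATP agonist challenge. Dosing: one dose, 5.6 µM nominal. Measured by: Fluo-8 fluorescence. Read-out: % inhibition. Benchmarks: ATP wells versus no-ATP DMSO wells. Repeats: no replicates.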
Numbers without * were called inactive; nt = no result given.

# | smiles | CHRM1 PAM | M1 antag | CHO-K1 Ca antag | TAAR1 agonist | M1 PAM parental | CHO parental Ca | M1 ag | M1 ag parental | TAAR1 antag
1 | Cc1ccc(CCNC(=O)Cc2ccc(NC3=NC4CS(=O)(=O)CC4S3)cc2)cc1 (stereo not given) | 7 | -13 | 1 | 2 | 20 | -8 | 0 | 0.4 | -16
2 | CCC(=O)N1c2ccc(S(=O)(=O)CCC(=O)N3CCN(c4ccccc4F)CC3)cc2CC1C (stereo not given) | -5 | -1 | -9 | 2 | 14 | -16 | -2 | 5.4 | 11
3 | CCOC(=O)c1c(C)[nH]c(C(=O)CN2C(=O)NC(C)(c3ccc4ccccc4c3)C2=O)c1C (stereo not given) | 5 | -4 | -18 | 11 | 0 | -32 | 3 | 1.7 | 5
4 | O=C(/C=C/c1c(Cl)cccc1Cl)N1CCOCC1 | 24 | -13 | -9 | 4 | 11 | -9 | -3 | -0.1 | -17
5 | CCOc1ccc(OCC)c(NC(=O)C2CCN(S(=O)(=O)c3cnc[nH]3)CC2)c1 | 2 | -2 | -3 | 3 | 13 | -2 | -4 | 0.7 | 1
6 | CNCc1nc2ccccc2[nH]1 | 7 | -1 | 9 | 7 | 2 | 3 | -2 | -0.1 | -11
7 | Cc1ccnc2nc(C(=O)OCC(=O)NCCc3ccccc3)nn12 | 13 | -3 | 1 | 36 | 15 | -1 | -1 | -0.3 | 3
8 | O=C(Cc1cccs1)N/N=C/c1ccco1 | 8 | -13 | -8 | 3 | 18 | 0 | -5 | 0.2 | 2
9 | O=C(CC1Sc2ccccc2NC1=O)OCc1cc(=O)oc2cc(O)ccc12 (stereo not given) | -8 | 16 | -3 | 14 | 9 | -7 | 2 | 6.7 | 47
10 | NC(=O)c1cc(-c2csc(NCCc3ccccc3)n2)ccc1O | 11 | -5 | -6 | 49* | 4 | -16 | -4 | -0.1 | -11
11 | COc1ccc(C(=O)Nc2cccc(/C=C(/CCC(=O)O)c3nc4ccccc4s3)c2)cc1 | -4 | 12 | 0 | 11 | 2 | nt | -2 | 3.5 | 57*
12 | CCCOc1ccc(OCCn2nc(C(=O)O)c3ccccc3c2=O)cc1 | 3 | -6 | -6 | 0 | 18 | -17 | -4 | 0.2 | -32
13 | CCC1=C(OC(=O)N(CC)CC)N2C(=O)OC(=NCCc3c[nH]c4ccccc34)[C@]2(Cc2ccccc2)[C@H]2C1=CC[C@H]1C(=O)N(CC)C(=O)[C@H]12 | 4 | -1 | -19 | 0 | 4 | -23 | -1 | -0.4 | 12
14 | COc1ccc(NCc2nnc(SCC(=O)NCc3ccco3)n2-c2ccccc2OC)cc1 | 5 | -4 | -12 | 8 | 17 | -7 | -3 | 0.2 | 1
15 | COCCN(C(=S)Nc1c(C)cccc1C)C(C)c1cccnc1 (stereo not given) | -3 | 10 | -7 | 3 | 25 | -1 | -6 | 0.2 | -13
16 | COC(=O)COc1ccc2c(-c3cccc([N+](=O)[O-])c3)cc(=O)oc2c1 | 1 | 5 | 21 | 0 | -8 | -9 | -1 | 0.4 | -1
17 | CCOC(=O)N1CCC(NC(=O)Cn2ncc3c4ccccc4n(C)c3c2=O)CC1 | 6 | -13 | -2 | 6 | 5 | nt | -2 | 0.0 | -7
18 | CCOc1ccc(C(=O)Nc2ccccc2N2CCN(C(=O)c3ccccc3)CC2)cc1[N+](=O)[O-] | 7 | -8 | -3 | 8 | 0 | -14 | -3 | 0.7 | 67*
19 | CN(Cc1cnccn1)C(=O)CC1C(=O)NCCN1Cc1cccc(Oc2ccccc2)c1 (stereo not given) | 6 | -8 | -10 | -1 | 15 | 2 | -4 | 1.5 | -4
20 | Cc1cc(C(=O)COC(=O)c2ccc[nH]c2=O)c(C)n1-c1ccc(Br)cc1 | 3 | -14 | 6 | -2 | -8 | -8 | -4 | -0.2 | -12
21 | O=C(Nc1cccc(O)c1)c1ccc(C(=O)c2ccccc2)o1 | 5 | -4 | 5 | 3 | -9 | -12 | -8 | 1.9 | 12
22 | CC(=O)N1CCN(c2ccc(NC(=O)c3cccc(Cl)c3)cc2)CC1 | 11 | -17 | -9 | 4 | 26 | -5 | 0 | 1.8 | 6
23 | CC1(NC(=O)CCc2nc3sc4c(c3c(=O)[nH]2)CCCC4)CCS(=O)(=O)C1 (stereo not given) | 9 | -5 | -9 | 5 | -1 | -8 | -2 | 0.5 | -29
24 | O=C(NCCc1ccc(F)cc1)c1ccc(NS(=O)(=O)c2ccc3[nH]c(=O)[nH]c3c2)cc1 | 6 | -7 | 0 | 1 | 12 | -1 | 2 | 1.1 | -8
25 | O=C1c2ccccc2NC(c2cccc(O)c2)N1NS(=O)(=O)c1ccccc1 (stereo not given) | 3 | -6 | -7 | 6 | -3 | -20 | -6 | 0.3 | 10
26 | COC(=O)CC(=O)O[C@H]1C=C[C@@H](NC(=O)OC(C)(C)C)C1 | 4 | -1 | -1 | 1 | -10 | nt | 0 | 0.3 | 7
27 | Cc1cccc(C)c1-n1nnnc1C(c1ccnc2ccccc12)N1CCN(CC(=O)NC(C)C)CC1 (stereo not given) | nt | nt | -18 | 0 | -4 | nt | nt | -0.1 | -4
28 | NC(N)=NN=C(c1ccc(F)cc1)c1ccc(C(F)(F)F)cc1 | 5 | -7 | -6 | 51* | 11 | nt | 6 | 4.0 | -1
29 | O=C1CC2(CCN1)CCN(Cc1ccccc1)CC2 | -5 | 1 | -8 | 1 | -10 | nt | -8 | 0.6 | 12
30 | O=C(N/N=C\c1ccccc1OCc1ccccc1)c1ccco1 | -8 | 13 | 16 | 6 | -14 | -1 | -9 | 2.4 | 24
31 | Cc1ccc2c(c1)c1n[nH]c(=S)nc1n2CCc1ccccc1 | -2 | 10 | -8 | -1 | 11 | -8 | -5 | -0.5 | 4
32 | O=C(COc1ccc(Cl)cc1Cl)NC(=O)N1CCOCC1 | 1 | -4 | 1 | 5 | 5 | 0 | -2 | 0.1 | 1
33 | COc1ccccc1Cn1c(=S)[nH]c2cc(C(=O)N3CCN(c4ccccc4OC)CC3)ccc2c1=O | 5 | 4 | -7 | 1 | 20 | 0 | 0 | -0.1 | 4
34 | COc1ccc([C@@H]2CC=C(C(=O)O)[C@H](c3ccc(C(C)(C)C)cc3)N2S(=O)(=O)c2ccc(C)cc2)cc1OC | 0 | -4 | -11 | 2 | 17 | -3 | -6 | 0.8 | -9
35 | CCCc1ccc(-c2cc(C(=O)N/N=C/c3ccc([N+](=O)[O-])o3)c3ccccc3n2)cc1 | 6 | -2 | -7 | 2 | 15 | -32 | -3 | 0.7 | -10
36 | C/C(CC(=O)Nc1ccc(Cl)c(C(F)(F)F)c1)=N\NC(=O)c1cccc(O)c1 | 12 | -6 | -14 | 11 | 24 | 1 | -3 | 2.8 | -8
37 | COc1cccc(NC(=S)NC(Cc2ccccc2)c2ccccc2)c1 (stereo not given) | -11 | 18 | -5 | 3 | 13 | nt | -3 | 0.9 | 19
38 | C=C1CCN([C@@H](C)C(=O)OCc2cccc(C)c2)S(=O)(=O)c2ccccc21 | -1 | 2 | -25 | 14 | 0 | 33 | -6 | 0.0 | 45
39 | COCCCNc1nc(=S)[nH]c2cc(OC)c(OC)cc12 | 5 | -8 | 2 | 7 | 9 | -14 | -5 | 0.3 | 6
40 | CC(C)NC(=O)/C(=N\O)c1ccccc1 | 2 | 1 | -1 | 9 | 14 | 2 | -4 | 0.1 | 7
41 | Oc1c(Cl)cc(Cl)cc1C=Nc1ccc2c(c1)OCCO2 | 2 | -1 | 1 | 6 | -4 | -6 | -1 | 0.8 | 22
42 | N#CC1=C(N)NC(SCC(=O)c2ccc(Cl)cc2)=C(C#N)C12CCCC2 | -3 | 3 | -19 | 10 | 18 | 26 | 5 | 10 | 51*
43 | CO/N=C/C(C(C)=O)C(=O)Nc1ccc(Cl)cc1Cl (stereo not given) | -8 | 10 | 19 | 7 | -14 | -22 | 0 | 2.5 | -6
44 | CC(C)COC(=O)c1ccc(N2C(=O)c3ccccc3C2=O)cc1 | 3 | -8 | 2 | 8 | 2 | -19 | -11 | 0.1 | 4
45 | CC1(C(=O)NS(=O)(=O)c2cccc(F)c2)CCN1C(=O)C/C=C/c1ccccc1 (stereo not given) | 0 | -4 | 3 | 7 | 3 | nt | -2 | -0.1 | -15
46 | O=C(Nc1nnc(S(=O)(=O)N2CCCC2)s1)c1ccccc1Cl | -1 | 7 | 10 | 1 | -5 | -12 | -2 | 0.5 | 12
47 | Cc1ccc(NC(=O)CNC(=O)N2CC(=O)Nc3ccccc32)cc1F | 16 | -15 | -15 | 0 | 21 | -7 | -1 | -0.1 | 2
48 | COc1cccc(S(=O)(=O)NCc2ccc(C(=O)N3CCN(c4ccccc4)CC3)cc2)c1 | -4 | 3 | -7 | 3 | 3 | -10 | -1 | 6.7 | 7
49 | COc1ccc(C(=O)NCC2CCCCC2)cc1S(=O)(=O)N1CCOCC1 | 2 | -6 | -8 | 5 | 14 | -3 | -1 | 0.6 | -17
50 | O=C(COC(=O)/C=C/c1ccco1)NCc1ccc2c(c1)OCO2 | 8 | -5 | -12 | 0 | 11 | -15 | -2 | 0.3 | -15
51 | CC1(C)CC(=O)C(C=NC2CC(C)(C)NC(C)(C)C2)=C(O)C1 | 6 | -15 | -32 | 1 | 11 | -3 | -7 | 0.3 | 6
52 | CC1Cc2ccccc2N1C(=O)COC(=O)Cc1ccc(F)cc1 (stereo not given) | 2 | -1 | -2 | 1 | 5 | -8 | -3 | 0.8 | 3
53 | COc1ccccc1C(=O)Nc1ccccc1N1CCN(C(=O)c2ccc(Cl)cc2)CC1 | -2 | 8 | -5 | 4 | 19 | -16 | -2 | 4.5 | 25
54 | CC1(C(=O)NS(=O)(=O)c2ccc3ccccc3c2)CCN1C(=O)Cc1ccc(-c2ccccc2)cc1 (stereo not given) | -3 | 13 | -6 | 0 | 13 | nt | -4 | -0.1 | -16
55 | Cc1sc(NC(=O)CSc2nnc(C(C)C)n2C)c(C#N)c1C | 10 | -15 | 2 | 0 | 6 | -8 | -2 | -0.1 | 0
56 | COc1ccc(-c2csc(NC(=O)c3cccs3)c2C(=O)O)cc1OC | 5 | 1 | 3 | 0 | 18 | -7 | -3 | 4.5 | -3
57 | CC(C)C[C@@H]1O[C@H](CCc2ccccc2)Cc2[nH]c(=S)[nH]c(=O)c21 | nt | nt | -9 | 3 | 28 | nt | nt | 2.3 | 4
58 | CCCCOc1ccc(/C=C/C(=O)OCC(=O)NC2CCS(=O)(=O)C2)cc1OCC (stereo not given) | 12 | -14 | -2 | 3 | 4 | -5 | -1 | 1.9 | -4
59 | Cc1ccc(NC(=O)CN(C)C(=O)c2ccc(Cl)c([N+](=O)[O-])c2)cc1 | 3 | -3 | 2 | 3 | 17 | -4 | -13 | 0.1 | -3

Compounds as they come. Share with any hit: about 4.4%.
